# GAA glycogen mod = inhibitors or activators of human alpha-glucosidase glycogen cleavage | AID 2100 | P10253 | recombinant GAA, glycogen substrate, Amplex Red glucose oxidase fluorescence | Potency, µM (top dose mostly 76.4 µM), for the others: at the top dose activity change, negative = inhibition, most hits filed as inhibitors | actives 0.38% (n = 300,000); active = well fitted inhibition curve with a large enough effect; inconclusive = small, poorly fitted or top-dose-only effect, or another doubt; inactive = no such curve, though single readings can be large or run the other way;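 also: 0% = full enzyme reaction and -100% = no-enzyme basal signal; the screen sought inhibitors and activators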
#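 Recombinant enzyme (4 nM final) with compounds titrated up to 77 uM and bovine liver glycogen (30 ug) in citrate pH 5.0, 0.01% Tween-20, 37 C 40 min. Released glucose detected by Amplex Red/glucose oxidase (Ex 573/Em 610); AC50 from Hill fits.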
# Starred values were filed as active, the others as inactive; ? = inconclusive; [ ] = another dose, or the depositor's remark. Potency is read from the fitted curve at half-maximal effect. The list is partial, so the mix of outcomes need not match the whole.
SMILES,GAA glycogen mod
CN1CCN(C(=O)/C(=C/c2cn(S(=O)(=O)N(C)C)c3ccccc23)NC(=O)c2ccccc2)CC1,0%[76.3 µM]
O=C(Nc1nc2c(F)cc(F)cc2s1)C1CC1,-11%[76.3 µM]
COCCn1c(SCC(=O)NC2CCCCC2)nc2c(c1=O)SCC2,2%[76.3 µM]
C[C@H]1CCC(=O)N([C@H](CC#N)Cc2ccccc2)CC1,0%[76.3 µM]
O=C(Cc1nnc(NC(=O)c2ccccc2)s1)N/N=C/c1cccc(O)c1,-9%[76.3 µM]
CCc1ccc(NC(=O)CN2CCCN(S(=O)(=O)c3ccc(F)cc3)CC2)cc1,0%
COc1ccc(OCc2cc(C(=O)N(C)C3CCOC3)no2)c(Cl)c1 (centres undefined),0%[76.3 µM]
CCc1ccc(N(CC(=O)NC2CCCCC2)C(=O)CNC(=O)c2ccco2)cc1,13%
O=C(Nc1nc2c(Br)cccc2s1)C1CC1,20%[76.3 µM]
CN(C)c1ccc(/C=C/c2nc3ccccc3c(=O)n2CCO)cc1,-15%
O=C(CN1C(=O)C2C3CCC(C3)C2C1=O)OCC(=O)c1ccccc1 (centres undefined),-11%[76.3 µM]
CC(CN1CCCC1)OC(=O)c1cccc(F)c1 (centres undefined),-7%[76.3 µM]
COc1ccc(NC(=O)CN2C(=O)NC3(CCCC3)C2=O)cc1,0%[76.3 µM]
CCN1CCN(C(=O)c2c(-c3ccccc3)noc2C)CC1,6%
Cc1ccc(C2=NS(=O)(=O)N(C)C(C(=O)NC3CCCC3)=C2)cc1,1%[76.3 µM]
Cc1ccc(N2CC(C(=O)Nc3cccnc3)CC2=O)cc1C (centres undefined),3%
Cn1c(SCc2ccccc2C#N)nnc1-c1ccncc1,9%[76.3 µM]
O=C(NNC(=S)Nc1ccc(Cl)cc1)c1ccccc1,-2%[76.3 µM]
Cc1cc(CN(C)C(=O)c2cc(COc3ccc(C)c(C)c3)on2)n[nH]1,-5%[76.3 µM]
Cn1c2ccc(F)cc2c2nc3ccccc3nc21,1%[76.3 µM]
COc1ccc(CNC(=O)COc2ccc(S(=O)(=O)N3CCCCC3)cc2)cc1,0%[76.3 µM]
COc1ccc(-c2nnc(SCC(=O)NC3CCCCC3)o2)cc1,5%
O=C(NC(Cc1ccccc1)C(=O)O)/C(=C/c1ccc(Cl)cc1)NC(=O)c1ccco1 (centres undefined),-6%
O=C(Nc1cccc([N+](=O)[O-])c1)Nn1cnnc1,-9%[76.3 µM]
C/C(=N\NC(=O)c1ccco1)c1ccc(NC(=O)C(F)(F)F)cc1,-4%[76.3 µM]

# Reprinted from the part before: 7 entries, followed by the next part.
SMILES,GAA glycogen mod
Cc1cc(CN(C)C(=O)c2cc(COc3ccc(C)c(C)c3)on2)n[nH]1,-5%[76.3 µM]
Cn1c2ccc(F)cc2c2nc3ccccc3nc21,1%[76.3 µM]
COc1ccc(CNC(=O)COc2ccc(S(=O)(=O)N3CCCCC3)cc2)cc1,0%[76.3 µM]
COc1ccc(-c2nnc(SCC(=O)NC3CCCCC3)o2)cc1,5%
O=C(NC(Cc1ccccc1)C(=O)O)/C(=C/c1ccc(Cl)cc1)NC(=O)c1ccco1 (centres undefined),-6%
O=C(Nc1cccc([N+](=O)[O-])c1)Nn1cnnc1,-9%[76.3 µM]
C/C(=N\NC(=O)c1ccco1)c1ccc(NC(=O)C(F)(F)F)cc1,-4%[76.3 µM]
Cc1ccccc1C(=O)Nc1nnc(SCC(=O)NC2CC2)s1,-3%[76.3 µM]
COc1ccc(C2(C(=O)N3CCC(n4nc(-c5ccccc5)oc4=O)CC3)CC2)cc1,-3%[76.3 µM]
COc1ccc(/C(O)=C2/C(=O)C(=O)N(c3ccccn3)C2c2ccc(OC)cc2)cc1 (centres undefined),-2%
CC(=O)Nc1cc[n+](C(C)C(=O)c2ccccc2)cc1 (centres undefined),-11%[76.3 µM]
CN1CCN(c2ccccc2/C=C2/C(=O)Nc3ccccc32)CC1,-9%
COc1ccc(CN2CCCCCC2)cc1Br,4%[76.3 µM]
O=C(N/N=C/c1ccc(OC(=O)c2ccc(Br)cc2)cc1)c1ccncc1,8%
CCC(NS(=O)(=O)c1ccc(OC)cc1)C(=O)NCCc1ccccc1 (centres undefined),1%
O=C(CNS(=O)(=O)c1cccc(Br)c1)NCC1CCCCC1,-2%
Cc1ccc(/C=C2/Sc3ccccc3N(CC(=O)NCC3CCCO3)C2=O)cc1 (centres undefined),5%[76.3 µM]
O=S(=O)(NC(=NC1CCCCC1)c1ccccc1)c1ccccc1,0%[76.3 µM]
Cc1ccc(Nc2nc(-c3sc(N)nc3C)cs2)cc1,3%[76.3 µM]
O=C(CSC(=S)N1CCOCC1)c1cc2ccccc2oc1=O,-29%
CC(=O)Nc1ccc(NC(=O)C(C)N(C)CC(=O)Nc2ccccc2Br)cc1 (centres undefined),-3%
CCN(CC)CCCNC(=O)c1cc2c(=O)[nH]c3ccc(C)cc3c2s1,4%
Cc1cccc(C)c1OCc1cc(C(=O)N2CCCCCCC2)no1,1%[76.3 µM]
O=C(CCc1ccc(O)c(O)c1)N/N=C/c1cc2c(cc1[N+](=O)[O-])OCO2,4%[76.3 µM]
O=C1CCCN1CC(O)CS(=O)(=O)Cc1ccc(Cl)cc1Cl (centres undefined),3%
COc1ccc(NC(=O)CSc2nccn2Cc2ccc(F)cc2)c(OC)c1,-4%[76.3 µM]
COc1ccc(Nc2nc(C)nc3c2oc2ccccc23)c(OC)c1,-2%
CC(C)c1ccc(N(CC(=O)NC2CCCCC2)C(=O)CNC(=O)c2ccco2)cc1,-2%
CCOC(=O)N1CCN(C(=O)c2ccccc2NS(=O)(=O)c2ccc(C)cc2)CC1,-3%[76.3 µM]
CN1CCOc2cc(S(=O)(=O)NCc3ccc(S(N)(=O)=O)cc3)ccc21,5%[76.3 µM]
COc1ccccc1C1=NN(C(=O)c2ccccc2)C(c2ccc(Br)cc2)C1 (centres undefined),-17%
C=CCn1c(SCC(=O)NC2CCCC2)nnc1-c1ccccn1,1%[76.3 µM]

# An excerpt from above in order of the GAA glycogen mod value, falling:
SMILES,GAA glycogen mod
CCN(CC)CCCNC(=O)c1cc2c(=O)[nH]c3ccc(C)cc3c2s1,4%
CC(C)c1ccc(N(CC(=O)NC2CCCCC2)C(=O)CNC(=O)c2ccco2)cc1,-2%
CC(=O)Nc1ccc(NC(=O)C(C)N(C)CC(=O)Nc2ccccc2Br)cc1 (centres undefined),-3%
COc1ccccc1C1=NN(C(=O)c2ccccc2)C(c2ccc(Br)cc2)C1 (centres undefined),-17%

# Ordered by SMILES length (lowest first): some entries from above.
SMILES,GAA glycogen mod
Cc1ccccc1C(=O)Nc1nnc(SCC(=O)NC2CC2)s1,-3%[76.3 µM]
O=S(=O)(NC(=NC1CCCCC1)c1ccccc1)c1ccccc1,0%[76.3 µM]
CCN(CC)CCCNC(=O)c1cc2c(=O)[nH]c3ccc(C)cc3c2s1,4%
CN1CCOc2cc(S(=O)(=O)NCc3ccc(S(N)(=O)=O)cc3)ccc21,5%[76.3 µM]

# Going on with the list:
SMILES,GAA glycogen mod
CCCCC(=O)Nc1ccc2c(c1)nc(CN1CCN(C(=O)OCC)CC1)n2C,-7%
CC(=O)N1CC(C)Oc2ccc(S(=O)(=O)Nc3ccc(Cl)cn3)cc21 (centres undefined),4%[76.3 µM]
Cc1ccc(C(=O)C2CCN(S(=O)(=O)c3ccccc3C(=O)O)CC2)cc1,15%[76.3 µM]
C(=N\N1CCOCC1)/c1ccsc1,?
CCCCOc1c(Br)cc(CNCCCN2CCOCC2)cc1OC,8%[76.3 µM]
C=CCOC(=O)Cn1cnc2c(sc3nc(C)cc(C)c32)c1=O,7%
Cn1cc(S(=O)(=O)N2CCOCC2)cc1C(=O)Nc1cccc(Cl)c1,6%[76.3 µM]
CCN(CC)CCNC(=O)c1cc2cc3ccc(OC)cc3nc2o1,0%
CSc1ccccc1OCc1cc(C(=O)NC(C)Cn2cncn2)no1 (centres undefined),3%[76.3 µM]
O=C(Nc1cccc2ncccc12)c1ccc([N+](=O)[O-])o1,-2%
O=C(Nc1nccs1)c1ccc(Br)cc1,-2%[76.3 µM]
O=C(O)c1ccc(Nc2nc(-c3cccnc3)cs2)cc1O,-13%[76.3 µM]
O=C(CN1CCN(Cc2ccccc2)CC1)Nc1ccc(Cl)cc1,0%
O=c1nc2ccccn2c2ccc(S(=O)(=O)N3CCCCC3)cc12,6%
CCOc1ccc(C(=O)Nc2ccc(CN3CCOCC3)cc2)cc1Cl,-3%[76.3 µM]
Cc1cc(-c2nc(-c3ccncc3)no2)ccc1[N+](=O)[O-],3%
CCOc1ccc(CN2CCC(Cc3ccccc3)CC2)cc1,-3%[76.3 µM]
Cc1cccc(NC(=O)CSCC(=O)NCc2cccc(C(F)(F)F)c2)c1,3%[76.3 µM]
NS(=O)(=O)c1ccc(NC(=S)N2CCN(C(=O)C3CCCO3)CC2)cc1 (centres undefined),-1%[76.3 µM]
O=C1COc2ccc(S(=O)(=O)N3CCN(c4ccccc4F)CC3)cc2N1,-12%[76.3 µM]
CCN1CCN(CC(=O)c2ccc(C)cc2)CC1,-2%
COc1cccc(NC(=O)c2cccc(N3C(=O)C4C5C=CC(C5)C4C3=O)c2)c1 (centres undefined),-16%[76.3 µM]
O=C(N/N=C/c1ccoc1)c1cc(O)cc(O)c1,-4%[76.3 µM]
COc1ccc(N2Cc3ccccc3C2=O)cc1,-10%[76.3 µM]
Cc1ccc(C(=O)NCCc2nnc3c(C(F)(F)F)cc(Cl)cn23)o1,0%[76.3 µM]

# (more compounds)
SMILES,GAA glycogen mod
COc1ccc2c(c1)c1nc3n(c(=O)c1n2CC(=O)Nc1ccccc1)CCCS3,-20%[76.3 µM]
CN1CCCN(C(=O)c2ccc(Cl)s2)CC1,3%[76.3 µM]
Cc1cc(-c2ccc(S(=O)(=O)N3CCc4ccccc4C3)s2)on1,3%
Cc1ccc(C)c(OCc2cc(C(=O)NC3CCOC(C)(C)C3)no2)c1 (centres undefined),1%[76.3 µM]
O=C(NCc1ccncc1)c1ccccc1Nc1ccc(SC(F)F)cc1,-6%
COc1ccccc1CNC(=O)COC(=O)c1ccc(C)c(S(=O)(=O)N2CCCCC2)c1,-3%[76.3 µM]
Cc1nnsc1S(=O)c1ccc(Cl)cc1 (centres undefined),4%
O=C(O)CC(NC(=O)C12CC3CC(CC(C3)C1)C2)c1cccc(Cl)c1 (centres undefined),3%
COc1cccc(CNc2nc3ccccc3n2C)c1O,?
COc1ccccc1NC(=S)N1CCN(c2ccccc2F)CC1,0%[76.3 µM]
CC(=O)N1CCN(CC(=O)Nc2cc(F)ccc2C)CC1,21%[76.3 µM]
CN1C(=O)/C(=C/c2ccccc2F)Sc2ccc(C(=O)NCC3CCCO3)cc21 (centres undefined),7%[76.3 µM]
COc1ccc(OC)c(-c2nc(C(=O)NCCCN3CCOCC3)cc3c2[nH]c2ccccc23)c1,-1%[76.3 µM]
COc1ccccc1N1CCN(C(=O)C(=O)c2cn(CC(=O)N3CCCC3)c3ccccc23)CC1,-5%[76.3 µM]
CCn1cc(CCC(=O)NCCc2ccccc2)c2ccccc21,3%
CCSc1ncc(Cl)c(C(=O)Nc2ccccc2F)n1,3%[76.3 µM]
Cc1c(Cl)c([N+](=O)[O-])nn1CC(=O)NCCCN1CCOCC1,-15%
CN(C(=O)C1CCC(CNS(=O)(=O)c2cccc3cccnc23)CC1)C1CCCCC1 (centres undefined),-4%[76.3 µM]
O=C(c1c(F)cccc1F)N(Cc1ccccc1)Cc1ccccc1,-11%
CS(=O)(=O)Cc1ccc(C(=O)NC2CCCc3ccccc32)cc1 (centres undefined),0%
COc1cc(C2Nc3ccccc3NC3=C2C(=O)CC(C)(C)C3)cc(OC)c1OC (centres undefined),-1%[76.3 µM]
Cc1nc(C)c(C(=O)N(c2ccc(F)cc2)C(C(=O)NCC2CCCO2)c2ccccc2)s1 (centres undefined),-1%
COc1ccc(CCNC(=S)N2CCN(S(=O)(=O)c3ccc(Cl)cc3)CC2)cc1,-9%[76.3 µM]
CC1CN(C(=O)Cn2cc(S(=O)(=O)CC(=O)N(C)c3ccccc3)c3ccccc32)CC(C)O1 (centres undefined),-6%[76.3 µM]
Nc1ccccc1-n1c(=O)n(Cc2ccccc2F)c(=O)c2[nH]cnc21,6%

# New compounds follow
SMILES,GAA glycogen mod
COc1nccnc1NS(=O)(=O)c1ccc(NC(=O)c2ccccc2Br)cc1,-2%
COc1ccc(-c2noc(CNC(=O)c3ccoc3C)n2)cc1OC,6%
CC(=O)N1c2ccc(S(=O)(=O)NCCC(=O)N3CCC(C)CC3)cc2CC1C (centres undefined),-4%[76.3 µM]
Oc1ccc(/C=N/Nc2ccnc3cc(Cl)ccc23)c(O)c1O,?
O=C(O)c1cccc(S(=O)(=O)N2CCC(Cc3ccccc3)CC2)c1,-5%[76.3 µM]
CCOc1cc(Cl)c(CNCCCN2CCOCC2)cc1OC,16%[76.3 µM]
Cc1ccc(NC(=O)C[n+]2ccccc2)cc1C,14%[76.3 µM]
COc1ccc(C(=O)CSc2nnc(CNC(=O)c3ccco3)n2C)cc1OC,-1%[76.3 µM]
O=C(c1ccc(F)cc1)C1CCN(Cc2ccc(F)cc2)CC1,-1%[76.3 µM]
COc1ccc(-c2nnc(-c3ccc(F)cc3)o2)cc1,-3%
NC(=O)Cn1cnc2c(nnn2-c2cccc(Cl)c2)c1=O,-25%
COc1ccc2[nH]c(C(=O)O)c(CCN3C(=O)c4ccc(C(=O)O)cc4C3=O)c2c1,-10%
Cc1cccc2cc(CN(CC3CCCO3)S(=O)(=O)c3ccccc3)c(=O)[nH]c12 (centres undefined),-1%[76.3 µM]
CCOC(=O)/C=C1\CN(CCC(C)C)S(=O)(=O)c2ccccc21,10%[76.3 µM]
CCOc1ccc(N=Nc2c(C)[nH]n(-c3ccccc3)c2=O)cc1,10%[76.3 µM]
Fc1ccccc1NC(=S)NCc1ccc(Cl)cc1,13%[76.3 µM]

# Bioassay records deposited in PubChem by National Center for Advancing Translational Sciences (NCATS).
